Assay outcomes from PubChem.
BAZ2B block = blocks human BAZ2B; Potency, µM (titrated, usually from 114 µM), without a hit: at the highest dose activity change, negative = inhibition, actives largely listed as inhibitors; AlphaScreen BAZ2B-H3K14Ac peptide displacement; actives 4.4% (n = 360,000); Q9UIF8; further: on the % scale 0 is the no-effect control and ±100 the full control effect; nearly all actives have a fitted effect of over 60% in size
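BAZ2B 50 nM plus b-H3(5-23)K14Ac 50 nM, PBS pH 7.4/0.01% Tween-20, 30 min RT; compound added (max 110 uM), 30 min RT; streptavidin donor/Ni-chelate acceptor beads 10 ug/mL final, 20 min dark; AlphaScreen read.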
HP1b binding inh = blocks HP1-beta chromodomain binding to methylated histone tails | P83916 | AlphaScreen HP1-beta / biotin-H3K9me3 peptide binding | Potency, µM (doses to about 114 µM), for the others: at the highest dose activity change, negative = inhibition, most hits filed as inhibitors | actives 0.56% (n = 390,000); further: nearly all actives have a fitted effect of over 70% in size; inactives centre near 23
Target sequence (P83916 whole entry, looked up): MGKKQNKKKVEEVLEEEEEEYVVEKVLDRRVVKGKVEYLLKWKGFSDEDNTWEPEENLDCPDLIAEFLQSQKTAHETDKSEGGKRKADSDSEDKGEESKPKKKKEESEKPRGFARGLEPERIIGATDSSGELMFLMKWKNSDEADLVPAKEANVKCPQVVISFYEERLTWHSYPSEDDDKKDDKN
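HP1-beta protein (50 nM final) preincubated 30 min at room temperature with biotinylated H3(1-18)K9me3 peptide (50 nM) in PBS pH 7.4, 0.01% Tween-20, then compound added for 30 min. AlphaScreen streptavidin donor/nickel chelate acceptor beads (10 ug/mL final), 30 min dark, luminescence read.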
BLM helicase inh = Bloom syndrome helicase (human) inhibition. Potency, µM (titrated, usually from 56.1 µM), for the others: at the top dose activity change, negative = inhibition, most hits filed as inhibitors. recombinant BLM DNA unwinding, fluorescence dequenching. actives 0.2% (n = 350,000);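 further: plate controls were vehicle for no effect and no enzyme for full effect; nearly all actives have a fitted effect of over 35% in size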
GLS inh = blocks human kidney-isoform glutaminase activity. O94925. GLS enzymatic activity, qHTS titration. Potency, µM (series often up to 45.5 µM), without a hit: at the top dose activity change, negative = inhibition, actives largely listed as inhibitors. actives 0.21% (n = 410,000); further: on the % scale 0 is the no-effect control and ±100 the full control effect
Target sequence (O94925 whole entry, looked up, canonical isoform): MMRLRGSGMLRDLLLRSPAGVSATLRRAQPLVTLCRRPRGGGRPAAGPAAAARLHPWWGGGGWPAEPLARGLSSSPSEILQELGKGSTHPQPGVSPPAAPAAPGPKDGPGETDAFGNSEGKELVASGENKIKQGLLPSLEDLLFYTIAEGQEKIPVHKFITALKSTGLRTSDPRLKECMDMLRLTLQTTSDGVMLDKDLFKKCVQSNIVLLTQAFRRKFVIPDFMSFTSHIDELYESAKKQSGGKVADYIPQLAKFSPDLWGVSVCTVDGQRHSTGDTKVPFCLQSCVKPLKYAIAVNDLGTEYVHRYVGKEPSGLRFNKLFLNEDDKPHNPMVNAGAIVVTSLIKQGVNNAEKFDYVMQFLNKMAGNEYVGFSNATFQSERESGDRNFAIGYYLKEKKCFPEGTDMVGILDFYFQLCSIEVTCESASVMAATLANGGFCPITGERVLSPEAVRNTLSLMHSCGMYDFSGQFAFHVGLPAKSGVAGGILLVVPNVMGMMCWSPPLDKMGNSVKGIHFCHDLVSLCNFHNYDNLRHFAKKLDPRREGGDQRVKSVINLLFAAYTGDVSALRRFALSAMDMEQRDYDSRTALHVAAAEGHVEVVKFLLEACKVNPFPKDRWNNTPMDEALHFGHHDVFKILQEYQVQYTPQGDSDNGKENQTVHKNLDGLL
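hKGA in 45 mM KH2PO4 pH 8.2, 0.02% Tween-20 with pin-transferred compounds; 1 mM L-glutamine (stock) plus glutamate oxidase/HRP/Amplex Red coupling added. Fluorescence read initially and after 30 min at RT.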
Pin1 inhibitor = inhibitors of human Pin1; Potency, µM (doses to about 115 µM), for inactives: at the top dose activity, negative = inhibition, usual class: inhibitors; Pin1 FP peptide displacement, HiFluor488, 10 min; actives 0.009% (n = 390,000); Q13526; active means well fitted inhibition curve with a large enough effect in the polarisation, with a control signal flat, not every such curve was filed as active; inconclusive means small, poorly fitted or top-dose-only effect, or effect the other way, or a change in a side signal; inactive means no such curve, though single readings can be large or run the other way; the % refers to the polarisation; further: on the % scale 0 is the no-effect control and ±100 the full control effect
Target sequence (Q13526 whole entry, looked up): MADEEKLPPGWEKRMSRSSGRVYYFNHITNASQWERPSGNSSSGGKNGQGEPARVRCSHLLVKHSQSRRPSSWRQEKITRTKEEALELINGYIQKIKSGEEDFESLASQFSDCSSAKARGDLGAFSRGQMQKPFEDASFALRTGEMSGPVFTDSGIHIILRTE
POLI inh = inhibitors of human DNA polymerase iota; Pol iota fluorescent replication assay, 10 min; Potency, µM (titrated, usually from 115 µM), for the others: top-dose activity, negative = inhibition, actives largely listed as inhibitors; actives 1% (n = 390,000); AID 588590
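Pol iota at 10 nM preincubated 15 min with compounds at room temperature; reaction started with fluorescent substrate, 50 nM final. Fluorescence read kinetically at 0 and 10 min; buffer-only wells as negative control.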
G9a inh = inhibitors of human histone lysine methyltransferase G9a; Q96KQ7; G9a H3K9 monomethylation, AlphaScreen, 2 h; Potency, µM (doses to about 102 µM), for inactives: top-dose activity, negative = inhibition, actives largely listed as inhibitors; actives 8.8% (n = 350,000); AID 504332; further: on the % scale 0 is the no-effect control and ±100 the full control effect; nearly all actives have a fitted effect of over 75% in size
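AlphaScreen detection with an anti-monomethyl H3K9 antibody quantified product after a 2 h room-temperature reaction containing 500 nM biotinylated H3K9 peptide, 20 µM SAM and 20 nM enzyme, which had been preincubated 15 min with compound.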
Tb PGK inh = blocks T. brucei phosphoglycerate kinase. actives 0.043% (n = 380,000). AID 602233. P07378. Potency, µM (doses to about 57.5 µM), for inactives: at the top dose activity change, negative = inhibition, actives largely listed as inhibitors. PGK/GAPDH coupled, Kinase-Glo luminescence, 60 min; further: on the % scale 0 is the no-effect control and ±100 the full control effect; nearly all actives have a fitted effect of over 60% in size
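Luminescent ATP detection (Kinase-Glo Plus) follows a 60-minute room-temperature incubation, with wells lacking PGK as controls. Buffer: 100 mM TEA (pH 7.6), 5 mM MgCl2, 0.01% Tween-20. Coupling enzyme GAPDH (100 nM final) supplies unstable 1,3-BPG in-well.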
JMJD2A Tudor = inhibitors of human JMJD2A Tudor domain | AID 504339 | Potency, µM (doses to about 114 µM), inactives show at the highest dose activity change, negative = inhibition, actives largely listed as inhibitors | AlphaScreen JMJD2A-Tudor / H3K4me3 peptide binding | actives 4.4% (n = 390,000) | O75164; further: on the % scale 0 is the no-effect control and ±100 the full control effect; nearly all actives have a fitted effect of over 50% in size
* = called active by the depositor; i = inactive; u = inconclusive; x = not tested or not shown; & = joins results of further samples; [ ] = another dose, or the depositor's remark. Unless noted, the call rests on the fitted dose curve; in most records, active means well fitted curve in the direction sought with a large enough effect; inconclusive means small, poorly fitted or top-dose-only effect, or another doubt; inactive means no such curve, though single readings can be large; an effect the other way counts as inactive or inconclusive. Potency means the concentration at half of the fitted maximal effect. A portion of the library (hit frequency here may not be typical).

SMILES	BAZ2B block	HP1b binding inh	BLM helicase inh	GLS inh	Pin1 inhibitor	POLI inh	G9a inh	Tb PGK inh	JMJD2A Tudor
Cc1cc(Cl)ccc1OCC(=O)Nc1nc(-c2cccnc2)cs1	3%	36%	2%	1%	-3%	13%	60%[59 µM]	-3%	9%
COC(=O)c1ccccc1NC(=O)C1CCCN(S(=O)(=O)c2ccccc2)C1 (configuration not stated)	9%	28%	-7%	9%	-2%	15%	20%[59 µM]	1%	-14%
CCC(=O)NC(Nc1cc(C)ccn1)(C(F)(F)F)C(F)(F)F	u	12%	-1%	2%	-10%	3%	0%	3%	-9%
CS(=O)(=O)NCCOc1ccc(S(=O)(=O)N2CCCc3ccccc32)cc1	1%	6%	-5%	3%	5%	-17%	9%[59 µM]	-8%	-13%
Cc1cc(Nc2cccc(Cl)c2)nc2ccc(NC(=O)c3ccc(F)cc3Cl)cc12	-4%	6%	-9%	-7%	6%	6%	3%[59 µM]	-2%	-18%
Cc1ccc(C)c(S(=O)(=O)N2CCN(C(=O)CCCc3c[nH]c4ccccc34)CC2)c1	-34%	-9%	x	-3%	1%	14%	u	3%	u
Cc1cccc(C)c1NC(=O)NC1(C(=O)N2CCOCC2)CCCCC1	-12%	35%	-3%	-18%	-1%	203%[activator]	3%	0%	3%
O=C1C2CCCN2C(=S)N1C1CCCCC1 (configuration not stated)	-34%	-5%	-2%	3%	0%	14%	22%	-2%	-17%
Cc1cccc(NS(=O)(=O)c2ccc(Cl)cc2)n1	u	59%[activator]	0%	5%	-3%	68%[activator]	x	i	-9%
O=C(NC(=S)Nc1ccccc1N1CCCCC1)c1ccc(F)cc1	u	u	-4%	16%	2%	14%	-40%	-15%	u
COc1ccc(C2=C(C)CC(C)(C)NC2=O)cc1OC	x	4%	-1%	2%	15%	4%	-6%[59 µM]	0%	-9%
O=C(O)c1cccc(CN2C(=O)SC(Nc3ccccc3)C2=O)c1 (configuration not stated)	2%	50%[activator]	1%	20%	-4%	22%	u	3%	-11%
Cc1sc2nc(SCc3ccccc3)n(Cc3ccco3)c(=O)c2c1C	4%	23%	-2%	-1%	1%	22%	x	-10%	-18%
COc1cccc(C2CC(c3cccs3)=NN2S(C)(=O)=O)c1OC (configuration not stated)	-11%	13%	-3%	-12%	1%	45%[activator]	2%	-2%	-6%
CN(C)/C(=N\S(=O)(=O)c1ccc(Cl)cc1)c1ccc(F)cc1	9%	32%	-2%	4%	1%	50%[activator]	18%	i	-14%
Cc1c(C=O)c(=O)n(-c2ccccc2)n1C	-17%	4%	-6%	0%	-1%	-10%	u	-6%	0%
CCCCN(CCCC)c1cc(C)nc(-c2ccccc2O)n1	117%[activator]	205%[activator]	-4%	-1%	u	11%	259%[activator]	-3%	125%[activator]
Fc1ccccc1CNC(=S)Nc1cccc(C(F)(F)F)c1	13%	52%[activator]	-14%	10%	1%	-2%	68%[activator][59 µM]	-3%	-8%
Cc1ccc(NC(=O)CCN2CCN(CCO)CC2)cc1C	1%	-20%	2%	4%	11%	12%	-4%[59 µM]	10%	-11%
O=C(Nc1ccc(Br)cc1)Nc1cnccn1	-10%	29%	0%	-4%	0%	19%	2%	-9%	-2%
CN(C)C(=O)c1cc(C(=O)c2ccccc2Br)c[nH]1	-21%	26%	-2%	12%	2%	-27%	14%	x	-2%
CCCCOc1ccc(C(=O)NNC(=O)C2C3CCC(C3)C2C(=O)O)cc1 (configuration not stated)	-13%	31%	-4%	20%	-7%	-7%	1%	-1%	-19%
CCOc1cc(/C=N/NC(=O)CSc2nncn2C)ccc1OCc1ccccc1	u	17%	0%	-7%	9%	123%[activator]	16%[59 µM]	-10%	3%
CCNc1nc(NCC)n2c(SCC(=O)Nc3ccc(Br)cc3F)nnc2n1	u	u	x	20%	-5%	u	7.1µM*	-23%	u
Clc1ccc(-c2nc(-c3ccccn3)no2)cc1Cl	-5%	30%	2%	-23%	-10%	27%	38%[59 µM]	-14%	-14%
O=C(CCN1CCOCC1)N/N=C/c1cc(Br)cc(Br)c1O	56µM*	28%	-6%	11%	13%	105%[activator]	x	1%	u
CC(=O)c1ccc(NC(=O)CCSCCC(=O)Nc2ccc(C(C)=O)cc2)cc1	5%	2%	-2%	12%	-9%	7%	u	7%	-24%
O=C(COC(=O)CNC(=O)c1ccccc1F)Nc1ncc(Cl)cc1Cl	u	34%	x	-7%	-16%	u	18%[12.7 µM]	-10%	-12%
COc1ccc(/C=N/NC(=O)c2cc(C34CC5CC(CC(C5)C3)C4)[nH]n2)cc1OC	u	4%	-8%	-3%	3%	87%[activator]	-7%[59 µM]	-6%	u
Cc1ccc(NC(=O)c2c(NC(=O)C(F)(F)F)sc3c2CCCCC3)cc1	-29%	u	-17%	-5%	-24%	u	u	-22%	u
CCN(CC)S(=O)(=O)c1ccc2c(c1)N(CC(=O)Nc1cccnc1Cl)C(=O)CO2	3%	46%[activator]	-15%	-2%	-1%	8%	u	i	-5%
CCN1CCN(C(=O)c2ccc3c(c2)N(Cc2ccccc2F)C(=O)c2ccccc2S3(=O)=O)CC1	-14%&-15%	19%&5%	1%&0%	3%&-4%	1%&-4%	-3%&6%	-20%	-1%	-14%&-25%
Cc1ccc2nc(N3CCN(CCO)CC3)nc(-c3ccccc3)c2c1	2%	50%[activator]	-3%	14%	-3%	52%[activator]	15%	i	-18%
Cc1ccc(N/C=C(/C#N)c2ccsc2)cc1	u	16%	-6%	-3%	3%	-12%	-30%[59 µM]	0%	-29%
Cc1ccc(CCNC(=O)CS(=O)Cc2nc(-c3cccc(C)c3)oc2C)cc1 (configuration not stated)	-6%	11%	-5%	-2%	7%	-27%	u	-1%	-25%
CCCN(Cc1cc2ccccc2[nH]c1=O)C(=O)c1cccc([N+](=O)[O-])c1	-2%	-17%	-7%	-2%	4%	61%[activator]	x	-5%	-15%
Cn1cnnc1SCC(=O)Nc1sc2c(c1C#N)CCCCC2	-29%	-18%	-23%	13%	5%	-7%	13µM*	-6%	-36%
CCCC/C(C)=N/NC(=O)Nc1ccccc1	4%	14%	1%	-2%	-2%	-1%	59%[activator][59 µM]	-1%	-7%
Cc1ccc(CSCC(Nc2ccc(C(=O)O)cc2[N+](=O)[O-])C(=O)O)cc1 (configuration not stated)	u	18%	0%	1%	-17%	1%	u	4%	-31%
Cc1nc(CS(=O)c2ccccc2)cc(N2CCOCC2)n1 (configuration not stated)	1%	25%	0%	7%	3%	12%	13%[59 µM]	4%	0%
CCc1ccccc1NC(=S)N(Cc1ccc(OC)cc1)CC1CCC(C(=O)O)CC1 (configuration not stated)	9%	43%[activator]	2%	19%	-7%	-29%	-2%	-2%	-1%
COc1ccc(NC(=O)/C=C/c2ccc(C)o2)cc1S(=O)(=O)N1CCOCC1	u	-4%	-3%	u	u	u	6.3µM*	-12%	-17%
CC(=O)Nc1ccc(NC(=O)c2cc3sccc3n2Cc2ccc(F)cc2)cc1	-11%	2%	-3%	-8%	1%	u	-9%[59 µM]	-10%	-18%
CC1CCc2c(sc3nc(CSc4n[nH]c(N)n4)[nH]c(=O)c23)C1 (configuration not stated)	-6%	28%	-5%	19%	9%	1%	11%[59 µM]	i	-12%

At a glance, part of the list above:
SMILES	BAZ2B block	HP1b binding inh	BLM helicase inh	GLS inh	Pin1 inhibitor	POLI inh	G9a inh	Tb PGK inh	JMJD2A Tudor
CCN1CCN(C(=O)c2ccc3c(c2)N(Cc2ccccc2F)C(=O)c2ccccc2S3(=O)=O)CC1	-14%&-15%	19%&5%	1%&0%	3%&-4%	1%&-4%	-3%&6%	-20%	-1%	-14%&-25%
Cc1ccc2nc(N3CCN(CCO)CC3)nc(-c3ccccc3)c2c1	2%	50%[activator]	-3%	14%	-3%	52%[activator]	15%	i	-18%
Cc1ccc(N/C=C(/C#N)c2ccsc2)cc1	u	16%	-6%	-3%	3%	-12%	-30%[59 µM]	0%	-29%
Cc1ccc(CCNC(=O)CS(=O)Cc2nc(-c3cccc(C)c3)oc2C)cc1 (configuration not stated)	-6%	11%	-5%	-2%	7%	-27%	u	-1%	-25%
CCCN(Cc1cc2ccccc2[nH]c1=O)C(=O)c1cccc([N+](=O)[O-])c1	-2%	-17%	-7%	-2%	4%	61%[activator]	x	-5%	-15%
Cn1cnnc1SCC(=O)Nc1sc2c(c1C#N)CCCCC2	-29%	-18%	-23%	13%	5%	-7%	13µM*	-6%	-36%
CCCC/C(C)=N/NC(=O)Nc1ccccc1	4%	14%	1%	-2%	-2%	-1%	59%[activator][59 µM]	-1%	-7%
Cc1ccc(CSCC(Nc2ccc(C(=O)O)cc2[N+](=O)[O-])C(=O)O)cc1 (configuration not stated)	u	18%	0%	1%	-17%	1%	u	4%	-31%
Cc1nc(CS(=O)c2ccccc2)cc(N2CCOCC2)n1 (configuration not stated)	1%	25%	0%	7%	3%	12%	13%[59 µM]	4%	0%
CCc1ccccc1NC(=S)N(Cc1ccc(OC)cc1)CC1CCC(C(=O)O)CC1 (configuration not stated)	9%	43%[activator]	2%	19%	-7%	-29%	-2%	-2%	-1%
COc1ccc(NC(=O)/C=C/c2ccc(C)o2)cc1S(=O)(=O)N1CCOCC1	u	-4%	-3%	u	u	u	6.3µM*	-12%	-17%
CC(=O)Nc1ccc(NC(=O)c2cc3sccc3n2Cc2ccc(F)cc2)cc1	-11%	2%	-3%	-8%	1%	u	-9%[59 µM]	-10%	-18%
CC1CCc2c(sc3nc(CSc4n[nH]c(N)n4)[nH]c(=O)c23)C1 (configuration not stated)	-6%	28%	-5%	19%	9%	1%	11%[59 µM]	i	-12%
